M. tuberculosis: growth inhibition of non-replicating M. tuberculosis (AID 488890). Mycobacterium tuberculosis non-replicating, growth inhibition; higher % means a stronger effect. inhibition, % at 25 µM, or IC50 in µM where a hit was titrated. 320,000 tested, 0.39% active; in the data active means a potency from the dose series; inconclusive means inhibition mostly from about 82% at the one dose, without a potency; inactive means the rest, 99 in 100 with inhibition below about 76%;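 further: plate controls were DMSO cells for no effect and high antibiotic wells for full effect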
PhoP GFP inhibition: PhoP regulon inhibitors, Salmonella typhi PhoP promoter GFP reporter, confirmatory (AID 1850); 310,000 tested, 0.33% active; one-dose inhibition, % at 50 µM; IC50 in µM for titrated hits; Salmonella Typhi PhoP-promoter GFP reporter, fluorescence, 4 h; higher % means a stronger effect; in the data active means a potency from the dose series; inconclusive means inhibition mostly from about 25% at the one dose, without a potency; inactive means the rest, 99 in 100 with inhibition below about 19%;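 further: 0% = induced wells with vehicle and 100% = uninduced wells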
H37Rv inhibition: M. tuberculosis growth inhibition, HTS (AID 449762); M. tuberculosis H37Rv growth inhibition, 7H9 media; higher % means a stronger effect; inhibition, % at 25 µM, or IC50 in µM where a hit was titrated; 330,000 tested, 0.59% active; in the data active means a potency from the dose series; inconclusive means inhibition above about 70% without an active follow-up result;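 further: bacterial growth assessed after seven days of incubation; strong numbers were not always called active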
influenza NS1A: H1N1 influenza NS1A inhibitors, functional cell based assay (AID 504329) | NS1A functional cell-based assay, percent inhibition; higher % means a stronger effect | inhibition, % at 12.5 µM; hits with a dose series show IC50 in µM | 340,000 tested, 0.3% active; in the data active means a potency from the dose series; inconclusive means inhibition above about 27% without an active follow-up result; further: strong numbers were not always called active
inhibitors of VEEV: inhibitors of VEEV TC-83 cytopathic effect, confirmation, Vero cells (AID 588727); Vero cells, VEEV TC-83 cytopathic effect inhibition; higher % means a stronger effect; inhibition, % at 20 µM, or IC50 in µM where a hit was titrated; 350,000 tested, 0.13% active; in the data active means a potency from the dose series; inconclusive means inhibition mostly from about 14% at the one dose, without a potency; inactive means the rest, 99 in 100 with inhibition below about 12%; further: strong numbers were not always called active
inhibitors of VEEV 10K pilot screen: further read-out of inhibitors of VEEV, marked with its call; inhibition, %; measured here: 10K pilot screen inhibition
Numbers without * were called inactive; i = inactive; u = inconclusive; x = not tested or not shown.

SMILES | M. tuberculosis | PhoP GFP inhibition | H37Rv inhibition | influenza NS1A | inhibitors of VEEV | others
O=c1[nH]c2cnn(-c3ccccc3)c2c(=O)n1O | x | x | x | 6.1% | 0.8%
O=S(=O)(Nc1ccccc1O)c1ccc(Cl)nc1 | 3.1% | 1.7% | -9.4% | 11.5% | 3.1%
COC(=O)c1cc(C#N)c(=O)[nH]c1C | 5.4% | -3.9% | 4.7% | -22.5% | 1.4%
Cc1c(-c2cccc(Cl)c2)nc2ccccc2c1C(=O)OCC(=O)N(C)C1CCS(=O)(=O)C1 (stereo not given) | -2.3% | 0.9% | 32.5% | -6.6% | 4.0%
CCOC(=O)C(NC(=O)C(Cc1ccc(N(CCCl)CCCl)cc1)NC(C)=O)C(C)C (stereo not given) | -11.4% | -10.9% | -4.0% | -4.2% | 1.6%
COC(=O)c1[nH]c2cc(C)ccc2c1NC(=O)CN1CCN(C(=O)c2ccco2)CC1 | -6.0% | -4.5% | -4.1% | 1.6% | 1.0%
CC(C)(C)c1ccc(-c2nnc(NC(=O)c3ccccc3)s2)cc1 | 8.5% | -2.5% | 64.9% | 2.1% | 3.7%
Cc1ccccc1C1CC(c2ccccc2OC(F)F)Nc2ncnn21 (stereo not given) | 39.5% | 13.4% | 3.7% | -5.6% | 8.7%
CN(CC(=O)Nc1ncn[nH]1)S(=O)(=O)c1ccc(Cl)cc1 | -3.1% | 7.7% | 5.4% | 2.3% | 1.2%
O=C1NC2(NN1c1ccccc1)C1CC3CC(C1)CC2C3 (stereo not given) | -6.9% | -7.3% | -8.5% | -16.1% | 2.2%
O=C(Nc1ccccc1C(=O)N1CCCC1)c1cccc(S(=O)(=O)N2CCCCCC2)c1 | 5.4% | -3.7% | -12.7% | -19.1% | 4.3%
CNC[C@@H]1Oc2c(NC(=O)Nc3ccc(F)cc3)cccc2C(=O)N([C@H](C)CO)C[C@@H]1C | 6.7% | x | -5.5% | 1.0% | i
CC(C)N1CC(C(=O)Nc2ccc(Br)c(Cl)c2)CC1=O (stereo not given) | 2.2% | -6.7% | -6.3% | 1.9% | 0.3%
O=C(Cc1ccccc1)Nc1ccc(SC(F)F)cc1 | 70.6% | -4.1% | 0.2% | -5.9% | 0.1%
O=[N+]([O-])c1ccccc1S(=O)(=O)N(CC1CO1)c1ccccc1 (stereo not given) | 7.6% | -33.4% | -0.5% | -2.2% | 1.6%
CCS(=O)(=O)N1N=C(c2ccccc2)CC1c1ccc2nccnc2c1 (stereo not given) | -5.9% | 0.9% | 3.6% | 5.7% | 0.4%
O=C(Nc1cccc([N+](=O)[O-])c1)C(=O)N1CCCCC1 | 6.2% | -19.4% | -3.5% | 3.9% | i
COc1ccc(C(=O)NNC(=S)NC(=O)c2ccc(Br)o2)cc1OC | u | 8.3% | u | -4.2% | 50.1%
O=C(CSc1nnc(-c2ccncc2)n1-c1ccc(Cl)cc1)N1CCOCC1 | -2.9% | 13.5% | 2.3% | 3.0% | 1.3%
COC(=O)c1c(-c2ccccc2OC)sc2cc3c(cc12)OCO3 | 55.8% | x | 7.7% | 15.2% | i
O=C(CSCc1ccccc1)Nc1ccc(S(=O)(=O)N2CCOCC2)cc1 | 18.3% | -9.3% | -5.5% | -11.4% | 2.0%
C=CCOc1cccc(C2C(C(=O)c3ccco3)=C(O)C(=O)N2CCN(CC)CC)c1 (stereo not given) | -1.8% | 5.2% | -1.2% | -6.8% | 3.3%
CCN(CC)S(=O)(=O)c1cccc(C(=O)N[C@H](C(=O)Nc2nc3ccccc3s2)C(C)C)c1 | 4.8% | -8.3% | -4.5% | -6.7% | 0.2%
O=C(NNC1=NCCC1)c1ccc(Br)cc1 | -14.3% | 4.1% | u | -5.0% | 0.9%
Cc1c(NC(=O)c2ccc(Br)o2)c(=O)n(-c2ccccc2)n1C | 0.0% | 16.0% | -2.5% | 5.2% | i
O=C(NCc1cn(-c2ccccc2)nc1-c1ccc(F)cc1)c1cccc([N+](=O)[O-])c1 | 46.3% | -5.4% | 7.3% | -13.3% | 3.1%
C/C(CC(C)C)=N\NC(=O)Nc1ccccc1 | -7.9% | -5.6% | x | 2.4% | 1.0%
O=C(Cc1cccs1)Nc1cccc(-c2nc3ccccc3o2)c1 | -4.0% | 10.7% | 4.2% | 21.9% | i
COc1ccc(OC)c(N2C(=O)/C(=C/c3ccco3)C(=O)NC2=S)c1 | -8.4% | 5.8% | 6.0% | x | x
CCCCOc1ccc(CSC(=N)N)cc1Cl | 78.5% | 77.7µM* | -7.1% | -16.8% | 9.3%
COCCN(C(=O)COC(=O)c1c(-c2ccccc2)noc1C)c1c(N)n(Cc2ccccc2)c(=O)[nH]c1=O | 27.9% | -11.1% | -8.3% | -12.8% | 5.3%
Cc1ccc2nc(-c3ccc(N4C(=NC(=O)CCC(=O)O)SC5CS(=O)(=O)CC54)cc3)sc2c1 (stereo not given) | 51.4% | -6.4% | 10.2% | 6.1% | 2.5%
CC1(C)CC(=O)C2=C(C1)OC(N)=C(C#N)[C@@H]2c1ccccc1[N+](=O)[O-] | -1.8% | -9.8% | -5.5% | 12.3% | 0.6%
Cc1onc(-c2ccccc2Cl)c1C(=O)NC(=S)Nc1ccccc1F | 23.7% | -8.7% | 5.8% | 3.4% | 2.9%
Cc1cc(=O)[nH]c2c1c(C)nn2C(C)(C)C | -24.3% | -4.0% | -2.7% | -18.6% | 1.3%
COc1ccc(NC(=O)c2nn(C)c(C(=O)Nc3ccc(OC)cc3)c2[N+](=O)[O-])cc1 | -8.4% | -12.1% | 3.0% | -3.0% | 0.0%
Cc1ccc(N2C(=O)C3CCCN3C2=S)c(C)c1 (stereo not given) | 13.9% | x | 5.7% | -3.7% | 1.7%
O=C1c2ccccc2NC(c2cccnc2)N1c1ccccc1F (stereo not given) | -10.6% | -2.5% | 0.0% | 8.4% | 0.8%
Cc1cc(O)c(NC(=S)NC(=O)c2ccc(-c3ccc(Cl)cc3)o2)cc1C | u | 7.0% | -6.9% | -2.1% | u
CCCN1C(=O)c2ccccc2NC1c1ccc(Cl)cc1 (stereo not given) | 10.3% | -3.9% | 5.6% | -3.6% | i
O=C(CCCn1c(=S)[nH]c2cc3c(cc2c1=O)OCO3)N1CCN(c2ccccn2)CC1 | x | -0.6% | x | -9.8% | 1.4% | inhibitors of VEEV 10K pilot screen=3.2
Cc1ccc(OP(=O)(Nc2cccc(C)c2)Oc2ccc(C)cc2)cc1 | 1.4% | 1.9% | 6.6% | -3.3% | 6.7%
COc1ccc(S(=O)(=O)N2CCCCC2)cc1NC(=O)c1cc([N+](=O)[O-])ccc1N1CCOCC1 | 2.4% | -5.4% | -3.2% | 7.4% | 7.2%
COC(=NC1CCCC1)C(O)c1c[nH]c2ccccc12 (stereo not given) | 24.8% | 11.9% | -0.5% | -7.8% | 1.7%
COc1ccccc1NC(=O)NC1(C(=O)N2CCC(O)CC2)CCCCC1 | 3.7% | -0.1% | 2.3% | 1.7% | i

Continued (two carried over from the part before).
SMILES | M. tuberculosis | PhoP GFP inhibition | H37Rv inhibition | influenza NS1A | inhibitors of VEEV | others
COC(=NC1CCCC1)C(O)c1c[nH]c2ccccc12 (stereo not given) | 24.8% | 11.9% | -0.5% | -7.8% | 1.7%
COc1ccccc1NC(=O)NC1(C(=O)N2CCC(O)CC2)CCCCC1 | 3.7% | -0.1% | 2.3% | 1.7% | i
Cc1ccc(S(=O)(=O)N(C)C)cc1NC(=O)COC(=O)CCCOc1ccccc1 | 11.9% | -9.7% | -13.8% | -12.8% | i
CC(C)CCNC(=O)C(Cc1ccccc1)NS(=O)(=O)c1ccc2c(c1)c(=O)n(C)c(=O)n2C (stereo not given) | 9.8% | 6.9% | -12.5% | 0.4% | 3.5%
Cc1ccc(CN2CC(C(=O)Nc3ncccc3C)CC2=O)cc1 (stereo not given) | -7.1% | -0.2% | -17.4% | -4.2% | 3.9%
O=C1SCC(c2ccc(Cl)cc2Cl)=NN1Cc1nnc(-c2ccccc2)o1 | 65.1% | -1.2% | 1.3% | 1.8% | 3.1%
CCOc1ccc(NC(=O)CN(C)C(=O)CN2C(=O)C3CC=CCC3C2=O)cc1OCC (stereo not given) | -8.9% | -4.1% | 4.9% | 2.3% | 3.3%
O=C(/C=C/c1ccc(Cl)cc1Cl)N(Cc1ccc(Cl)cc1)C1CCS(=O)(=O)C1 (stereo not given) | 41.5% | -4.6% | 7.4% | -5.0% | 8.1%
Cn1c(/C(C#N)=C(\O)c2ccc([N+](=O)[O-])cc2)nc2ccccc21 | -0.9% | -4.1% | -4.5% | -1.3% | 2.0%
COC(=O)C1=C(C)N(CC2CC2)C(=O)N[C@H]1c1ccc(Br)cc1 | 29.1% | 22.6% | 1.4% | x | x
O=C(NNc1ncnc2c1cnn2-c1ccc(F)cc1)c1cccs1 | -27.4% | 9.2% | 1.2% | -2.6% | 0.8%
CC(C)(C)n1nc2c(c1NC(=O)c1ccc(Cl)c([N+](=O)[O-])c1)CS(=O)(=O)C2 | 7.2% | -12.5% | 0.7% | -8.0% | 8.5%
CC(C)(C)S(=O)(=O)N1C[C@@H]2CC/C=C\C/C=C\2[C@H]1CCO | x | x | x | -13.1% | 0.1%
C[C@H](CO)N1C[C@H](C)[C@@H](CN(C)S(=O)(=O)c2cccs2)Oc2ccc(NS(=O)(=O)c3ccccc3)cc2CC1=O | 26.7% | x | -1.1% | -4.4% | 0.5%
O=c1c2ccccc2nc2n1CC/C2=C\N1CCN(c2ccc([N+](=O)[O-])cc2)CC1 | -12.6% | 0.9% | 0.1% | 0.2% | i
CCOC(=O)C(=O)NCC(c1cccs1)S(=O)(=O)c1ccc(C)cc1 (stereo not given) | 3.6% | -3.7% | -5.5% | -14.0% | 0.8%
COc1ccc(OC)c(S(=O)(=O)N/N=C\c2ccc3c(c2)OCO3)c1 | 22.8% | 2.4% | 0.5% | 16.2% | 2.9%
CCOCCn1c(C)c(C(=O)OCC)c2cc(O)c3ccccc3c21 | 25.8% | x | 9.3% | -1.3% | 9.2%
C=CCN1C(=O)C(CC(=O)Nc2ccccc2)SC1=Nc1c(C)n(C)n(-c2ccccc2)c1=O (stereo not given) | -5.3% | 6.1% | -6.0% | -3.6% | i
CCCn1c(=O)c2ccccc2n2c(SCc3c(C(=O)OCC)oc4ccccc34)nnc12 | 31.6% | 2.0% | 9.4% | -11.0% | 9.4%
Cc1ccc2oc(=O)n(Cc3ccc(OC(C)C)cc3)c2c1 | 54.6% | -2.3% | 20.3% | -6.5% | i
O=C(CSc1nnc(CNc2ccc(F)cc2)o1)N1c2ccccc2Sc2ccccc21 | 17.0% | -4.5% | 39.9% | 11.0% | i | inhibitors of VEEV 10K pilot screen=1.8
Cc1cccc(C(=O)Nc2ccc3c(c2)ncn3C)c1 | -9.1% | 6.2% | -5.7% | 3.5% | 1.2%
CSc1nc(Oc2ccccc2)c2sccc2n1 | 12.1% | 2.0% | 0.6% | -14.7% | 6.7%

Filtered by structure: those above containing a nitro group on carbon (9)
SMILES | M. tuberculosis | PhoP GFP inhibition | H37Rv inhibition | influenza NS1A | inhibitors of VEEV | others
O=[N+]([O-])c1ccccc1S(=O)(=O)N(CC1CO1)c1ccccc1 (stereo not given) | 7.6% | -33.4% | -0.5% | -2.2% | 1.6%
O=C(Nc1cccc([N+](=O)[O-])c1)C(=O)N1CCCCC1 | 6.2% | -19.4% | -3.5% | 3.9% | i
O=C(NCc1cn(-c2ccccc2)nc1-c1ccc(F)cc1)c1cccc([N+](=O)[O-])c1 | 46.3% | -5.4% | 7.3% | -13.3% | 3.1%
CC1(C)CC(=O)C2=C(C1)OC(N)=C(C#N)[C@@H]2c1ccccc1[N+](=O)[O-] | -1.8% | -9.8% | -5.5% | 12.3% | 0.6%
COc1ccc(NC(=O)c2nn(C)c(C(=O)Nc3ccc(OC)cc3)c2[N+](=O)[O-])cc1 | -8.4% | -12.1% | 3.0% | -3.0% | 0.0%
COc1ccc(S(=O)(=O)N2CCCCC2)cc1NC(=O)c1cc([N+](=O)[O-])ccc1N1CCOCC1 | 2.4% | -5.4% | -3.2% | 7.4% | 7.2%
Cn1c(/C(C#N)=C(\O)c2ccc([N+](=O)[O-])cc2)nc2ccccc21 | -0.9% | -4.1% | -4.5% | -1.3% | 2.0%
CC(C)(C)n1nc2c(c1NC(=O)c1ccc(Cl)c([N+](=O)[O-])c1)CS(=O)(=O)C2 | 7.2% | -12.5% | 0.7% | -8.0% | 8.5%
O=c1c2ccccc2nc2n1CC/C2=C\N1CCN(c2ccc([N+](=O)[O-])cc2)CC1 | -12.6% | 0.9% | 0.1% | 0.2% | i
